Compound activity: PubChem BioAssay, Sanford-Burnham Center for Chemical Genomics
hIAP inh: blocks human intestinal alkaline phosphatase; P09923; purified IAP, CDP-Star luminescence, 30 min; inhibition, % at 10 µM; 330,000 tested, 0.12% active; AID 2544;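 active = inhibition reaching a set limit with compound at 10 µM in the primary screen, cut at about 35% in these data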;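 also: plate controls were DMSO wells with enzyme for no effect and no-enzyme buffer wells for full effect; values of inactives mirror those of a sister screen read the other way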
mIAP act: mouse IAP activation | activation factor at 10 µM | muIAP, CDP-Star luminescence, 30 min; stronger effect = higher value; 1 = vehicle-only enzyme signal, 0 = enzyme-free wells | 330,000 tested, 0.24% active;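 active = activation factor of at least 2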; also: the source names both 10 and 20 µM as test concentration; values of inactives mirror those of a sister screen read the other way
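System: mouse IAP enzyme. Reagent: CDP-Star chemiluminescent phosphatase substrate. Benchmarks: DMSO wells, no-enzyme wells. Times: 30 min enzyme-substrate-compound incubation at room temperature. Detection: luminescence from enzymatic CDP-Star hydrolysis. Doses: test compounds delivered from DMSO solution.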
ATG4B inhibitor: blocks human ATG4B protease cleavage of LC3 substrate; 340,000 tested, 0.51% active; inhibition, % at 8.33 µM; Q9Y4P1; ATG4B cleavage of LC3-PLA2, NBD-HPC fluorescence, 1 h; in the data active = inhibition above about 40%
mIAP inh: mouse IAP inhibition; purified mouse IAP, CDP-Star luminescence, 30 min; inhibition, % at 10 µM; 330,000 tested, 0.2% active; AID 2806;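 active = inhibition of at least 40% at 10 µM in the primary screen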;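 also: plate controls were DMSO with enzyme for no effect and no enzyme wells for full effect; values of inactives mirror those of a sister screen read the other way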
APOBEC3A inh: inhibitors of human APOBEC3A DNA deaminase; AID 493011; P31941; inhibition, % at 20 µM; 330,000 tested, 0.41% active; recombinant A3A, FAM/TAMRA ssDNA deamination fluorescence;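 active = at least 40% inhibition at 20 µM here, with at most 30% in a related deaminase screen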;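 also: plate controls were A3A with DMSO for no effect and wells lacking A3A enzyme for full effect; some results filed as inactive read as strong as hits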
PfGluPho inh: PfG6PD (Plasmodium falciparum) enzyme inhibition | PfGluPho enzyme, NADPH resazurin-diaphorase fluorescence | inhibition, % at 20 µM | 350,000 tested, 0.78% active | AID 504690;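 active = inhibition reaching at least a set limit at 20 µM in the primary screen, cut at about 59% in these data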;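 also: 0% = DMSO wells with substrate and 100% = DMSO wells lacking glucose-6-phosphate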
HKDC1 inhibitor: blocks human hexokinase HKDC1 activity; Q2TB90; recombinant HKDC1, G6PDH/diaphorase resazurin coupled fluorescence; inhibition, % at 20 µM; 340,000 tested, 0.16% active;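 active = inhibition above about 35% when tested at 20 µM, limit read from the data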;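 also: plate controls were DMSO wells with enzyme for no effect and DMSO wells lacking enzyme for full effect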
Target sequence (Q2TB90 whole entry, looked up): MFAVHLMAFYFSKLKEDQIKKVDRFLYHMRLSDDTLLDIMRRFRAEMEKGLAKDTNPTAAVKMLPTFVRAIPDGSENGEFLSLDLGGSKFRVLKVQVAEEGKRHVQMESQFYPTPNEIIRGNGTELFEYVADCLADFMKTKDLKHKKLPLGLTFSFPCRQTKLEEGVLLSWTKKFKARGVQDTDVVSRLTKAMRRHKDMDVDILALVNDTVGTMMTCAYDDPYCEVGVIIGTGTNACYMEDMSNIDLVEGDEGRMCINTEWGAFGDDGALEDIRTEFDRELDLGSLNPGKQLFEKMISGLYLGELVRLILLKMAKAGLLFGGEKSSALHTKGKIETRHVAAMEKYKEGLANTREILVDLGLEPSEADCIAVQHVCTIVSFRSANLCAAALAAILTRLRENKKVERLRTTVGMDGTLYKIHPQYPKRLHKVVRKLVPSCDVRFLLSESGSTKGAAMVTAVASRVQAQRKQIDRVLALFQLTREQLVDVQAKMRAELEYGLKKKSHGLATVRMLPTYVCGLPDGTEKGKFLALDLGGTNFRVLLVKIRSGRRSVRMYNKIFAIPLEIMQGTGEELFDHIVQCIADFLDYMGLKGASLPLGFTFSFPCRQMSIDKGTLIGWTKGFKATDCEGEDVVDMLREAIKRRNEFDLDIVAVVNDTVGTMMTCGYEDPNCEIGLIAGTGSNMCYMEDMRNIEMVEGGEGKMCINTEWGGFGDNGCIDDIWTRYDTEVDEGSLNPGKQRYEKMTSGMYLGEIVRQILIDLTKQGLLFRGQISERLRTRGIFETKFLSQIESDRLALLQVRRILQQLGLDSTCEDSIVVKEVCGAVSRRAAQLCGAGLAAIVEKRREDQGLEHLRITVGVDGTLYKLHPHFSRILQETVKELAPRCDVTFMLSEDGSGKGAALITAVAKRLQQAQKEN
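Test system: recombinant HKDC1 (HK5) hexokinase enzyme, produced in-house; Amount: enzyme 5 µg/mL final; Buffer or medium: Tris pH 8.0 buffer with MgCl2, Tween-20, BSA, BME; Reagent: glucose and ATP substrates; Doses: 20 µM test compound, 1% DMSO; Incubation: 90 min reaction incubation at room temperature, dark; Detection: resorufin fluorescence at 613 nm.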
hIAP activ: human IAP activation | 330,000 tested, 0.16% active | activation factor at 10 µM | purified human IAP, CDP-Star luminescence, 30 min; stronger effect = higher value; 1 = vehicle-only enzyme, 0 = enzyme-free background | AID 2524 | P09923;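 active = activation factor of the enzyme at least 2-fold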; also: the source names both 10 and 20 µM as test concentration; values of inactives mirror those of a sister screen read the other way
* hit, by the source's call; . = not tested or not shown. Not a hit list (roughly 2.4% active in at least one column).

SMILES	hIAP inh	mIAP act	ATG4B inhibitor	mIAP inh	APOBEC3A inh	PfGluPho inh	HKDC1 inhibitor	hIAP activ
O=C1CCC/C(=N/NC(=O)c2ccc(NS(=O)(=O)c3cccs3)cc2)C1	-5	0.86	2	14	1	-13	3	1.1
Cn1nnnc1SCC(=O)Nc1ccccc1C(N)=O	6	0.94	-7	6	1	9	-17	0.94
O=C(O)CCN1C(=O)/C(=C\c2ccc(-c3nc4ccccc4s3)o2)SC1=S	-19	0.47	-13	53*	20	14	6	1.2
COc1cc(OC)c2c(c1)OC(=O)CC2c1ccc(C)cc1 (configuration not stated)	.	1	7	-3	-1	2	6	.
Cc1cc(C)nc(SCCS(=O)(=O)Cc2ccccc2)n1	-11	0.99	-12	1	-2	-5	-5	1.1
O=[N+]([O-])c1cc(/C=N/NC(=S)Nc2ccccc2Cl)ccc1Cl	-1	0.91	-8	9	1	11	-4	1
CN(C)C(=O)CCN1CCOCC1	25	0.96	12	4	-2	-11	2	0.75
CN(C)S(=O)(=O)c1ccc(NC(=O)c2cc(F)c(F)cc2Cl)cc1	7	1	0	-1	1	8	-5	0.93
Cc1cc(=O)oc2cc(OCC(=O)N3CCCC3)ccc12	2	0.96	1	4	2	1	-6	0.98
COc1ccc(C(=O)NC(C)c2ccc(-n3ccnc3)cc2)c(OC)c1 (configuration not stated)	-1	0.99	3	1	-4	-8	5	1
O=C(NCc1ccc2c(c1)OCO2)c1ccncc1	12	0.96	-7	4	-3	10	-7	0.88
COc1ccc(S(=O)(=O)N2CCCC(C(=O)N3CCOCC3)C2)cc1OC (configuration not stated)	20	0.95	-5	5	0	2	3	0.8
CCOC(=O)c1cccnc1SC(CC)C(=O)NCc1ccco1 (configuration not stated)	0	0.98	-8	2	0	2	-8	1
Cc1ccc(C(=O)NC2CCCN(c3ccc(C(F)(F)F)cn3)C2)cn1 (configuration not stated)	-3	0.97	2	3	1	4	-1	1
CCOc1ccccc1NC(=O)C1COc2ccccc2O1 (configuration not stated)	16	0.95	4	4	4	-9	-5	0.84

Pulled one by one from above:
SMILES	hIAP inh	mIAP act	ATG4B inhibitor	mIAP inh	APOBEC3A inh	PfGluPho inh	HKDC1 inhibitor	hIAP activ
O=C(O)CCN1C(=O)/C(=C\c2ccc(-c3nc4ccccc4s3)o2)SC1=S	-19	0.47	-13	53*	20	14	6	1.2
Cc1ccc(C(=O)NC2CCCN(c3ccc(C(F)(F)F)cn3)C2)cn1 (configuration not stated)	-3	0.97	2	3	1	4	-1	1
O=C1CCC/C(=N/NC(=O)c2ccc(NS(=O)(=O)c3cccs3)cc2)C1	-5	0.86	2	14	1	-13	3	1.1
CN(C)C(=O)CCN1CCOCC1	25	0.96	12	4	-2	-11	2	0.75
CCOC(=O)c1cccnc1SC(CC)C(=O)NCc1ccco1 (configuration not stated)	0	0.98	-8	2	0	2	-8	1
CN(C)S(=O)(=O)c1ccc(NC(=O)c2cc(F)c(F)cc2Cl)cc1	7	1	0	-1	1	8	-5	0.93
O=C(NCc1ccc2c(c1)OCO2)c1ccncc1	12	0.96	-7	4	-3	10	-7	0.88

Next section
SMILES	hIAP inh	mIAP act	ATG4B inhibitor	mIAP inh	APOBEC3A inh	PfGluPho inh	HKDC1 inhibitor	hIAP activ
CCc1ccc(N(CC(=O)NC2CCCCC2)C(=O)CNC(=O)c2ccco2)cc1	-16	1	2	-2	-2	-18	-7	1.2
O=c1[nH]c(=S)ccn1C1OC(CO)C(O)C1O (configuration not stated)	3	0.83	-10	17	-3	-2	-7	0.97
Cc1nc2nc(C)c(CCC(=O)N3CCOCC3)c(C)n2n1	7	0.99	-5	1	0	6	-7	0.93
CCc1n[nH]c(=S)n1/N=C/c1cccc2ccccc12	28	0.97	1	3	-4	33	-5	0.72
COCCC(=O)N1CCC(Oc2ccc(C(=O)N3CCCCCCC3)cc2)CC1	-2	1.1	-1	-6	1	-13	-8	1
COc1cc(/C=C/C(=O)O)cc(S(=O)(=O)NCc2ccco2)c1OC	-5	1	12	-4	1	-7	2	1.1
COc1cccc(CNC(=O)CC2C(=O)NCCN2Cc2ccoc2)c1OC (configuration not stated)	2	1	19	-1	-4	-11	-4	0.98
CCC1(CC)NC(=O)N(CC(=O)Nc2cccc3ccccc23)C1=O	-5	0.96	3	4	-3	-10	-4	1.1
O=C(Cc1ccc([N+](=O)[O-])cc1)Nc1cccnc1	-7	0.93	1	7	8	22	1	1.1
COc1ccc(C2=NOC(C(=O)NCc3ccc(F)cc3)C2)cc1 (configuration not stated)	-22	0.98	11	2	2	-5	-5	1.2
C=CCOc1ccc(-c2nc3c(c(=O)[nH]c(=O)n3CCC)n2CCCC)cc1	-6	0.97	-4	3	3	3	-3	1.1
O=C(NNC(=S)NCc1ccccc1)c1cccc([N+](=O)[O-])c1	-36	0.9	38	10	-2	-16	-5	1.4
Cc1cccc(NC(=O)CSc2nc3[nH]c(=O)cc(O)c3s2)c1	-4	0.83	-7	17	2	2	-7	1
O=C(CCN1C(=O)/C(=C/c2ccccc2Cl)SC1=S)N1CCOCC1	-18	0.88	4	12	-5	-29	5	1.2
CCOc1ccc(N2C(=O)C3ON(C)C(c4ccc([N+](=O)[O-])cc4)C3C2=O)cc1 (configuration not stated)	-11	0.99	-9	1	-6	-6	-9	1.1
Cc1ccc(NC(=S)NNC(=O)c2nnn(-c3ccccc3)c2C)cc1	-118	0.89	2	11	-2	6	-8	2.2*
CCc1ccccc1NC1=NCC(=O)N1C1CCCC1	-24	1	-13	-2	-4	-3	-13	1.2
O=[N+]([O-])c1ccc(Oc2ccc(OCc3ccccc3)cc2)nc1	-3	0.94	-2	6	-9	19	2	1
CCc1ccc(C2=NN(CCC(=O)NC(C)c3ccc4c(c3)OCCO4)C(=O)CC2)cc1 (configuration not stated)	-12	1	-2	0	-1	0	-4	1.1
O=c1[nH]c(N/N=C\c2ccc(F)cc2)nc2ccccc12	-6	0.9	-8	10	3	14	6	1.1
COc1ccc(CNC(=O)C2C3C=CC4(CN(Cc5cccnc5)C(=O)C24)O3)cc1 (configuration not stated)	0	1	-9	-3	-3	6	-8	1
Cc1onc(-c2ccccc2Cl)c1C(=O)O/N=C(\N)c1ccc([N+](=O)[O-])o1	2	0.97	-2	2	-3	6	-6	0.98
CCOC(=O)c1c(C)[nH]c(C(=O)CN2C(=O)NC3(CCCC3)C2=O)c1C	3	1.1	-13	-5	-3	11	-3	0.97
CCCOC(=O)CSc1nc(N2CCOCC2)c2c(c1C#N)CC(C)(C)OC2	-9	0.9	-10	10	1	-14	-3	1.1
Cc1cc(C)c(S(=O)(=O)N2CCN(c3ccccn3)CC2)c(C)c1	3	1	9	0	-1	38	1	0.97
COc1ccc(Nc2nc(N3CCCCC3)nc(N3CCCCC3)n2)c(OC)c1	-16	0.92	6	8	3	9	14	1.2
O=[N+]([O-])c1cc(/C=N/N2CCN(C3c4ccccc4-c4ccccc43)CC2)ccc1Cl	-9	0.92	-4	8	-3	13	-1	1.1
Cc1cc(C(=O)OCC(=O)N2CCN(C(=O)c3ccco3)CC2)c(C)n1-c1ccc(F)cc1	-4	1.1	0	-10	-3	-13	0	1
CCc1cccc(OCCCCNCCOC)c1	6	0.94	3	6	-18	-4	-8	0.94
COc1cc(C(=O)OC2CCN(C)CC2)cc(OC)c1OC	-4	0.93	-6	7	8	1	0	1
COc1ccc(CCNC(=O)CN2C(=O)COc3ccc(S(=O)(=O)N4CCOCC4)cc32)c(OC)c1	-4	1	-2	0	-4	5	5	1
CC1=C/C(=N\N=C2\NC(=O)C(CC(=O)Nc3ccccc3)S2)CC(C)(C)C1 (configuration not stated)	0	1	-17	-2	1	-14	-5	1
COc1ccccc1NC(=O)CSc1nncn1-c1cccnc1	20	0.94	-3	6	0	-27	-8	0.8
Cc1ccc(S(=O)(=O)N2CCCC(C(=O)NCC(C)C)C2)cc1 (configuration not stated)	-3	1.1	-2	-7	-1	5	7	1
CCc1nnc(NC(=O)c2ccc(S(=O)(=O)N3CCCCC3C)cc2)s1 (configuration not stated)	-7	1	-3	-3	4	-19	-6	1.1
NC(=O)Nn1c(CCC(=O)O)ccc1-c1ccc(Br)cc1	5	0.95	1	4	-2	4	-6	0.95
Cc1nc2nc(C)c(NS(=O)(=O)c3cccs3)c(=O)n2[nH]1	-24	1	0	-4	-1	-8	0	1.2
CC12CCC(=O)N1C(C(=O)NCCN1C(=O)S/C(=C\c3ccccc3F)C1=O)CS2 (configuration not stated)	10	0.95	-16	5	0	-3	-5	0.9
Cn1c(SCC(=O)Nc2sccc2C(N)=O)nc2ccccc2c1=O	-13	1	-1	-2	-3	-16	0	1.1
O=C(CCSCCC(=O)Nc1ccccc1F)Nc1ccccc1F	-8	1	-4	0	-10	3	-7	1.1
COc1ccc2c(c1)c(=O)oc1cc(OCC(=O)NCC3CCC(C(=O)O)CC3)ccc12 (configuration not stated)	17	0.89	-12	11	-3	4	8	0.83
COc1ccc(OC)c(S(=O)(=O)NNC(=S)Nc2ccc3c(c2)OCO3)c1	-1	0.88	6	12	-3	-10	0	1
CC(C)OC(=O)CC(NC(=O)OC(C)(C)C)c1ccccc1 (configuration not stated)	-8	1.1	-9	-13	4	5	1	1.1
COc1ccccc1CNC(=O)C1CCCN(S(=O)(=O)c2cccs2)C1 (configuration not stated)	10	1	6	0	-1	-4	-7	0.9
OC(COCc1ccc2c(c1)OCO2)CN1CCCCC1 (configuration not stated)	2	0.94	-2	6	0	-13	13	0.98
